# ATXN2 expr inh: Primary qHTS for Inhibitors of ATXN expression; HEK-293 ATXN2-luciferase reporter, luminescence, 24 h; Potency, µM (top dose mostly 57 µM), without a hit: at the highest dose activity change, negative = inhibition, usual class: inhibitors; 360,000 tested, 0.72% active; AID 1745845, 2022; further: potency means the concentration at half of the fitted maximal effect; on the % scale 0 is the no-effect control and ±100 the full control effect; nearly all actives have a fitted effect of over 55% in size
#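 qHTS (up to 57 uM final) was run with 24 h compound exposure of reporter cells at 37 °C. Each well was multiplexed: SteadyGlo luminescence measured ATXN2-luciferase expression after a fluorogenic Gly-Phe-AFC viability readout (25 uM final).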
# HepG2 tox: qHTS for Inhibitors of TGF-b: Cytotox Counterscreen | HepG2 CAGA-GFP viability, ATP luminescence, 18 h | Potency, µM (titrated, usually from 46.1 µM), for the others: top-dose activity change, negative = cytotoxicity, actives largely listed as cytotoxic | 410,000 tested, 0.76% active; further: potency means the concentration at half of the fitted maximal effect; some results filed as inactive show a strong effect at the top dose
#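 CellTiter-Glo luminescence gave cytotoxicity after 18 hours at 37 degrees C. The cells were HepG2 CAGA-GFP in 1% FBS DMEM, stimulated with 500 pg/mL TGF-beta after compound addition. %Activity was normalised to no-cell wells (complete cell-killing) and DMSO (no toxicity), and curves were fitted and classified.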
# TGFb inhibitor: qHTS for Inhibitors of TGF-b. AID 588855, 2011. HepG2 CAGA-GFP TGF-b/SMAD3 reporter, GFP fluorescence, 18 h; TGF-beta stimulated, 500 pg/mL final. 410,000 tested, 1.2% active. Potency, µM (top dose mostly 46.1 µM), for inactives: at the top dose activity, negative = inhibition, actives largely listed as inhibitors; further: potency means the concentration at half of the fitted maximal effect; on the % scale 0 is the no-effect control and ±100 the full control effect; nearly all actives have a fitted effect of over 65% in size
#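 Using HEPG2 CAGA-GFP reporter cells at 1000 cells/well, we pinned test compounds, stimulated with recombinant TGF-beta (500 pg/mL final) and measured total well GFP after 18 h.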
# Nrf2 block: Nrf2 qHTS screen for inhibitors | A549 ARE-Fluc reporter, luciferase luminescence, 18-24 h | Potency, µM (top dose mostly 46 µM), for the others: at the top dose activity change, negative = inhibition, actives largely listed as inhibitors | 360,000 tested, 2.1% active | AID 504444, 2011; further: potency means the concentration at half of the fitted maximal effect; on the % scale 0 is the no-effect control and ±100 the full control effect; nearly all actives have a fitted effect of over 60% in size
#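 Cells were seeded and rested 2 h, then exposed to compounds for 18-24 h. CellTiter-Fluor was read first as a viability measure. BugLite was added 15 min before the final luminescent read of ARE-luciferase activity in A549 cells.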
# EPAC2 ag: qHTS for Agonist of cAMP-regulated guanine nucleotide exchange factor 4 (EPAC2): primary screen; Rap guanine nucleotide exchange factor 4 (Homo sapiens), Q8WZA2; EPAC2 activation, biochemical qHTS; response scale: 100% = 6.5 mM cAMP response; Potency, µM (top dose mostly 154 µM), for inactives: at the highest dose activation, usual class: activators; 360,000 tested, 0.079% active; further: potency means the concentration at half of the fitted maximal effect; nearly all actives have a fitted effect of over 50% in size
# Target sequence (Q8WZA2 whole entry, looked up): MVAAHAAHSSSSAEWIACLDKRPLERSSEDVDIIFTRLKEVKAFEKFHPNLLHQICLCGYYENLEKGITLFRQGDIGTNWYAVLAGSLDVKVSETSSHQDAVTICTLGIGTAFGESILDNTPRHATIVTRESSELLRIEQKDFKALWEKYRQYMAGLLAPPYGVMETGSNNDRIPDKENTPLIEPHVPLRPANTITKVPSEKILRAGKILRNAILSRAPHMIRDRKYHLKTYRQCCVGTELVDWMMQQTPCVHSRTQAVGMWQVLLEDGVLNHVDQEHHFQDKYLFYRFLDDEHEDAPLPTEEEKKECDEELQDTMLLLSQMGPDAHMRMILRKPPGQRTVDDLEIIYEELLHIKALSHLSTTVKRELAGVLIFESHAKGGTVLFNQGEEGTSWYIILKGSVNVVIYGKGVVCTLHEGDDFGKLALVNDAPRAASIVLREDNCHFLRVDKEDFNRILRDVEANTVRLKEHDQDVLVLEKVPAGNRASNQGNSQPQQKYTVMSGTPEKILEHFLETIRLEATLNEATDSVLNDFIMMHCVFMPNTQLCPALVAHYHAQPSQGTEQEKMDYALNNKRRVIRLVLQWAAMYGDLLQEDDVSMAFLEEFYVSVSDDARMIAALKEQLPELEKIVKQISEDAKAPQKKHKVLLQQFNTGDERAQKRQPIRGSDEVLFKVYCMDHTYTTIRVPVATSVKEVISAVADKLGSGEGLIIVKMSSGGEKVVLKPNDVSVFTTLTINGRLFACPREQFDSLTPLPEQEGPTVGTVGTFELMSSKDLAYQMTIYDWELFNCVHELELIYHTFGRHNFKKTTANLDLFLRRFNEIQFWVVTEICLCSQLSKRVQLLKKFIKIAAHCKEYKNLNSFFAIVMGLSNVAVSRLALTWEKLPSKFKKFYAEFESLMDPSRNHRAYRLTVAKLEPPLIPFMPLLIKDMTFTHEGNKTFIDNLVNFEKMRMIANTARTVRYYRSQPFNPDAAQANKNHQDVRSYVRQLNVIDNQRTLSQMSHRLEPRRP
#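 Each well held 100 nM EPAC2, 250 nM RAP1B-BODIPY-GDP and 50 uM GDP. Fluorescence, read at 5-min intervals to 30 min, was referenced to a 6.5 mM cAMP positive control.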
# Nrf2 ARE act: qHTS of Nrf2 Activators. Potency, µM (top dose mostly 46.1 µM), for inactives: at the highest dose activation, usual class: activators. 410,000 tested, 0.31% active. AID 624171, 2012. AREc32 ARE-luciferase reporter (MCF7-derived line), luminescence, 24 h; further: potency means the concentration at half of the fitted maximal effect; % of control where 0% means no effect; nearly all actives have a fitted effect of over 65% in size
#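 Each well held 1000 AREc32 cells, which were incubated with compound for 24 hr at 37 deg C after overnight attachment, and ARE reporter activity was quantified by firefly luciferase luminescence.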
# IL-2 act: qHTS of IL-2 Activators; IL-2 activation reporter assay, cell-based qHTS; stimulated with anti-CD3/CD4/CD28 beads; in transgenic mouse T cells; activation, % (series mostly up to about 46 µM); 360,000 tested, 0.065% active; AID 652025, 2013; in the data active means activation above about 50%; inconclusive means mostly about 30% to 49%; further: 0% is about no effect
#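 Readout is EGFP and DsRed signal by fluorescent plate cytometry after 18 h at 37 degrees C. Transgenic mouse T cells (750/well) received compound for 60 min before bead stimulation (anti-CD3, anti-CD4, anti-CD28); memory T cells served as non-tolerant control.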
# A549 tox: Nrf2 qHTS screen for inhibitors: counterscreen for cytotoxicity; A549 ARE-Fluc cells, CellTiter-Fluor viability, 18-24 h; Potency, µM (doses to about 46 µM), inactives show top-dose activity change, negative = cytotoxicity, hits mostly inhibitors; 390,000 tested, 0.16% active; further: potency means the concentration at half of the fitted maximal effect; on the % scale 0 is the no-effect control and ±100 the full control effect
#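 A549 ARE_Fluc cells in 5% FBS OPTI-MEM were exposed to compounds in concentration-response for 18-24 h at 37 deg C. Viability was read by CellTiter-Fluor fluorescence (Ex 405/Em 525) after 30 min, before the luciferase read.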
# S2 tox: Viability Counterscreen for Primary qHTS for Inhibitors of ATXN expression. Potency, µM (top dose mostly 56.7 µM), hits mostly cytotoxic. S2 cells (HEK-293 line with an ATXN2-luciferase reporter) viability, CellTiter-Fluor protease fluorescence, 24 h. 400,000 tested, 0.49% active; further: potency means the concentration at half of the fitted maximal effect; nearly all actives have a fitted effect of over 40% in size
# * marks the source's active call; other numbers are inactive results; i = inactive; ? = inconclusive; · = no result given; [ ] = another dose, or the depositor's remark. Unless noted, the call rests on the fitted dose curve; in most records, active means well fitted curve in the direction sought with a large enough effect; inconclusive means small, poorly fitted or top-dose-only effect, or another doubt; inactive means no such curve, though single readings can be large; an effect the other way counts as inactive or inconclusive.
SMILES,ATXN2 expr inh,HepG2 tox,TGFb inhibitor,Nrf2 block,EPAC2 ag,Nrf2 ARE act,IL-2 act,A549 tox,S2 tox
CC(NC(=O)c1ccccc1NC(=O)c1ccccc1)C(=O)N1CCOCC1 (stereo not given),0.4%,5.5%,6.8%,-3.9%,1.8%,0.2%,1.6,-2.7%,i
OCC1(CCOc2ccccc2)CCN(Cc2nc3ccc(F)cc3[nH]2)CC1,·,8.4%,-2.6%,?,7.3%,3.6%,-2.1,-17.2%,i
CCC(CC)C(=O)N(CCc1ccc(OC)cc1)Cc1nc2ccccc2c(=O)[nH]1,-11.7%,-29.6%,?,?,4.7%,2.0%,-1.7,-13.4%,?
NC(=S)N/N=C/c1ccc(-c2cccc([N+](=O)[O-])c2)o1,2.6%,-12.1%,?,14.0%,-4.7%,8.7%,-5.9,-5.7%,i
CSc1ccc(CN(C)C(=O)c2cc(=O)[nH]c3ccccc23)cc1,-17.5%,-39.2%,-5.4%,-12.1%,3.5%,-0.4%,-1.8,17.0%,i
CCOc1ccccc1NC(=O)CSc1nnc(CCC(=O)Nc2ccccc2F)n1C,0.3%,-5.2%,1.8%,2.8%,2.6%,0.2%,-2.6,-1.1%,i
O=C1Nc2c(c(=O)[nH]c(=O)n2-c2ccccc2)C(C(F)(F)F)(C(F)(F)F)N1,-0.4%,-23.7%,-5.8%,2.4%,15.0%,-1.0%,-1.8,0.7%,i
O=C(NCCCN1CCN(c2ccc(F)cc2)CC1)c1ccc2nc(CCc3ccccc3)oc2c1,·,-1.6%,13.5%,·,·,3.8%,·,?,·
COc1cccc(CNC(=O)COC(=O)c2cc([N+](=O)[O-])ccc2N2CCCC2)c1,-17.5%,2.0%,?,-5.7%,3.6%,2.8%,-0.1,-25.1%,i
Cc1ccc(C)c(NC(=O)CN(C)C(=O)CSC(C)C(=O)Nc2cc(C)on2)c1 (stereo not given),4.2%,0.0%,-1.6%,17.4%,14.2%,-0.5%,0.4,6.7%,i
O=C(COCc1cc(-c2cccs2)on1)NC1CCCCC1,-1.0%,-7.4%,-7.9%,2.9%,-2.6%,16.7%,-1.8,11.9%,i
Cc1ccc(N2CC(C(=O)N3CCC4(CC3)CC(=O)c3ccccc3O4)CC2=O)cc1 (stereo not given),3.0%,-25.8%,-5.4%,?,-6.7%,2.9%,1.8,-4.4%,i
CN(C)S(=O)(=O)c1ccc(NC(=O)Cn2nc(-c3ccc4c(c3)OCCO4)ccc2=O)cc1,15.1%,1.8%,1.0%,6.0%,5.3%,-0.8%,1.4,-0.3%,i
CC(C)(C)OC(=O)C[C@H]1C/C=C\C[C@H](CC(=O)N[C@@H](CO)Cc2ccccc2)C(=O)N[C@H](C(C)(C)C)COC1=O,1.8%,4.5%,-0.1%,-0.8%,-2.0%,0.2%,0.7,0.4%,i
COC(=O)C(Cc1ccc(O)cc1)NC(=O)C(C)NC(=O)c1ccc(C(C)(C)C)cc1 (stereo not given),-10.3%,-5.4%,-20.0%,3.8%,2.0%,-0.2%,-3.8,9.2%,i
CC(Nc1[nH]c(=O)n(C)c(=O)c1N=O)c1ccccc1 (stereo not given),18.6%[11.3 µM],9.7%,-10.8%,-13.6%,12.3%,-0.5%,-0.3,2.0%,i
CCc1nc2ccc(C(=O)N3CCN(c4ccccc4)CC3)cn2c1N(C)CCC(C)C,-0.9%,-89.4%,12.6µM*,·,-7.5%,-0.8%,-1.0,·,i
CCCNC(=O)c1onc(CS(=O)(=O)c2cccc(OC)c2)c1C(=O)NCCC,0.3%,-3.6%,6.1%,5.0%,2.5%,4.7%,-0.8,-7.2%,i
CC(O)CCC(=O)NNC1CC(=O)N(c2ccccc2)C1=O (stereo not given),0.1%,-19.5%,-7.0%,-0.9%,6.4%,0.3%,-1.4,-2.4%,i
COCCn1c(SCC(=O)Nc2ccc3c(c2)OCCO3)nc2c(c1=O)SC(C)C2 (stereo not given),19.3%,-10.9%,1.6%,4.7%,8.7%,-1.0%,-2.2,-6.6%,i
CN1/C(=C\C(=O)CSc2cccc[n+]2[O-])C(C)(C)c2ccccc21,-3.5%,9.3%,0.0%,?,0.4%,0.4%,0.1,-9.2%,i
COc1ccc2nc(C(C)O)[nH]c2c1 (stereo not given),-1.5%,0.8%,-2.4%,-0.6%,10.9%,-0.8%,-2.7,15.2%,i
CCOC(=O)c1ccc(NC(=O)Nc2ncccc2C)cc1,2.9%,-25.7%,-20.2%,11.0%,4.9%,0.0%,-0.8,9.1%,i
Cn1c(SCC(=O)Nc2nccs2)nnc1C12CC3CC(CC(C3)C1)C2,7.8%,-4.8%,1.2%,?,2.7%,3.3%,0.2,0.8%,i
O=C(Cc1ccc(Cl)cc1)NCC(=O)N1CCCC1,4.1%,7.6%,19.6%,10.0%,23.5%,0.2%,-0.8,-8.6%,i
O=C(CCNS(=O)(=O)/C=C/c1ccccc1)NCCc1c[nH]c2ccccc12,10.1%,9.3%,-20.7%,-14.2%,-4.4%,0.5%,-3.4,-7.5%,i
Cc1c(C(=O)N2CCN(c3ccccn3)CC2)sc2ncnc(N3CCN(c4ccccc4)CC3)c12,-8.9%,-20.3%,2.2%,-13.6%,-0.3%,-0.1%,0.3,0.8%,i
O=C(NCC(=O)N(CCN1CCOCC1)C(C(=O)NC1CCCC1)c1cccnc1)c1cccs1 (stereo not given),-11.2%,0.5%,-8.2%,12.5%,3.5%,0.1%,0.2,-3.0%,i
CCCCn1c(O)c(N=NC(=O)c2ccccc2NS(=O)(=O)c2cccs2)c2ccccc21,4.9%,-1.9%,-16.9%,-15.1%,6.5%,-0.5%,-0.4,-8.1%,i
O=S(=O)(c1ccc(Br)cc1)N1CCCC1,·,0.1%,11.9%,9.5%,6.6%,-0.2%,-0.6,10.2%,i

# The closing 3 entries of the section before open the next one:
SMILES,ATXN2 expr inh,HepG2 tox,TGFb inhibitor,Nrf2 block,EPAC2 ag,Nrf2 ARE act,IL-2 act,A549 tox,S2 tox
O=C(NCC(=O)N(CCN1CCOCC1)C(C(=O)NC1CCCC1)c1cccnc1)c1cccs1 (stereo not given),-11.2%,0.5%,-8.2%,12.5%,3.5%,0.1%,0.2,-3.0%,i
CCCCn1c(O)c(N=NC(=O)c2ccccc2NS(=O)(=O)c2cccs2)c2ccccc21,4.9%,-1.9%,-16.9%,-15.1%,6.5%,-0.5%,-0.4,-8.1%,i
O=S(=O)(c1ccc(Br)cc1)N1CCCC1,·,0.1%,11.9%,9.5%,6.6%,-0.2%,-0.6,10.2%,i
O=C(NC(=S)Nc1ccccc1)c1ccc(-c2ccccc2)cc1,20.6%,-14.2%,0.0%,5.1%,1.8%,4.1%,-1.3,10.1%,i
Cc1ccc(NC(=O)CN2C(=O)CCn3nc(-c4cccn4C)cc32)cc1,12.7%,-0.5%,0.7%,·,·,0.6%,·,-2.4%,i
CCN(CC)S(=O)(=O)c1ccc(NC(=O)CSc2nnc(-c3cccc(OC)c3)n2C)cc1,-23.2%,-15.2%,-26.3%,?,12.2%,-0.7%,1.4,-13.5%,i
CC1CCCCC1NC(=O)COC(=O)c1cc(=O)[nH]c2ccccc12 (stereo not given),5.6%,8.5%,1.0%,12.4%,-2.8%,-0.5%,0.4,-6.5%,i
COc1cc(C(=O)Nc2cc(C)c(OCC(=O)N3CCOCC3)c(C)c2)cc(OC)c1OC,9.9%,7.5%,15.7%,-7.1%,0.0%[15.6 µM],4.6%,-0.3,8.7%,i
CCn1c2ccccc2c2cc(CNCCCN3CCOCC3)ccc21,·,-38.9%,?,-10.0%,-0.1%,-1.8%,-0.2,-7.7%,i
Cc1cc(C)n(C(C[N+](=O)[O-])c2ccc(Cl)cc2)n1 (stereo not given),-32.8%,-0.4%,?,11.6%,4.0%,11.5%,-3.7,-0.9%,?
Cc1ccc(CN2CCC(Oc3cccc(C(=O)N(C)CCN(C)C)c3)CC2)cc1C,-17.8%,-17.7%,-3.0%,11.1%,-1.6%,0.2%,-1.1,?,i
COc1ccc(/C=C/C(=O)NC(=S)N2CCCCC2)cc1OC,2.6%,2.7%,-24.2%,-13.2%,3.1%,-0.4%,1.0,0.8%,i
Cc1c(NC(=S)N/N=C/c2cccc(O)c2)c(=O)n(-c2ccccc2)n1C,-2.4%,-0.4%,14.1%,-0.7%,5.0%,0.3%,-2.9,13.4%[1.84 µM],i
Cc1ccc(S(=O)(=O)N2CCCC(C(=O)NC3CC3)C2)cc1 (stereo not given),5.6%,2.0%,0.0%,-18.2%,6.4%,-0.1%,0.1,-17.1%,i
COc1ccc(-n2ccnc2SCC(=O)Nc2cccc(OC)c2)cc1,·,-8.9%,-6.8%,·,·,0.5%,·,7.2%,·
CC(/C=N\NC(=O)Cn1c(C)nc2ccccc21)=C\c1ccccc1,?,-11.9%,-18.8%,8.2µM*,-2.6%,13.5%,0.4,-18.9%,?
CCCNC(=O)c1ccc2c(=O)c(O)c(-c3ccc(C)cc3)[nH]c2c1,?,-15.4%,?,-4.1%,-5.8%,-0.5%,0.7,-3.4%,·
NC(=O)COc1ncn(-c2ccccc2)n1,-5.4%,-4.4%,12.8%,3.2%,8.3%,3.7%,-0.1,-2.0%,i
CCCNC(=O)C(Cc1ccc(Br)cc1)NC(=O)c1ccc(C#N)cc1 (stereo not given),3.2%,-7.6%,-16.1%,8.1%,0.5%,-0.3%,-0.2,2.6%,i
COc1ccc(C(=O)c2c(N)sc3c2CCN(C(=O)OC(C)(C)C)C3)cc1,?,-1.7%,?,?,13.0%,3.3%,-5.2,-3.5%,·

# Screening results deposited in PubChem BioAssay by National Center for Advancing Translational Sciences (NCATS).
